Tau filament bind: qHTS Assay for Tau Filament Binding | Microtubule-associated protein tau (Homo sapiens), P10636 | recombinant tau filaments, thioflavin S fluorescence, 15 h; filaments grown with octadecylsulfate alongside compound | Potency, µM (series often up to 57.1 µM), inactives show at the top dose activity change, negative = inhibition | actives 2% (n = 71,000);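 note: potency is the fitted concentration of half-maximal effect; % is set by controls: 0 for no effect and ±100 for the full control effect; actives lower thioflavin S fluorescence by blocking filaments or displacing dye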
Target sequence (P10636 whole entry, looked up): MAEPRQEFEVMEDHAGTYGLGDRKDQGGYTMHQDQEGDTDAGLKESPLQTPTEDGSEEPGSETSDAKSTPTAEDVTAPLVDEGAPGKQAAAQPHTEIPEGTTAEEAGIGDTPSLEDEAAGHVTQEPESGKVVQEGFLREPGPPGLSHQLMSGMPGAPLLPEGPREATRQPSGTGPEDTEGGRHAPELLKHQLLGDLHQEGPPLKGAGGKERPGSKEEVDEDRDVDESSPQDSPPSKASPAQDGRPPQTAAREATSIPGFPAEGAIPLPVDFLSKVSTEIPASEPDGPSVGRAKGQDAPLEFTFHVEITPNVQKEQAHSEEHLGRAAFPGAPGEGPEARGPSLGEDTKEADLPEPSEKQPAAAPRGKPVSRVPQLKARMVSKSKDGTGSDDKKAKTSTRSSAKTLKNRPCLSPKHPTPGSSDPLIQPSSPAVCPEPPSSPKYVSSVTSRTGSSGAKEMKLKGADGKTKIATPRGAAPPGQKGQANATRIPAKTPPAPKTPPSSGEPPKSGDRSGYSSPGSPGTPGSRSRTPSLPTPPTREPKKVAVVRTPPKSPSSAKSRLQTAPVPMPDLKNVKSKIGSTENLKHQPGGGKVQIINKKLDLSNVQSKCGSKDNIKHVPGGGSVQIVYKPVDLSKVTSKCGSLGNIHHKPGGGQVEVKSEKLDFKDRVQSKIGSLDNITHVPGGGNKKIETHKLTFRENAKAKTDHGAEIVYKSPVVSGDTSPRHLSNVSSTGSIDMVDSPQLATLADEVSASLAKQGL
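His-tagged recombinant human tau (exons 2, 3, 10; 1 uM final) fibrillized with 30 uM sodium octadecylsulfate, 15 h at 37 C, in pH 7.4 HEPES buffer with 10 uM thioflavine S and 5 mM DTT. Reduced ThS fluorescence (450/510 nm) marks activity.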
BRCT inh red: qHTS Assay for Inhibitors of BRCT-Phosphoprotein Interaction (Red Fluorophore); BRCT-phosphopeptide binding, red fluorescence polarization; actives 0.03% (n = 75,000); Potency, µM (series often up to 76.9 µM), without a hit: at the highest dose activity change, negative = inhibition, most hits filed as inhibitors; note: % is set by controls: 0 for no effect and ±100 for the full control effect
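Fluorescence polarization: 100 nM His-tagged BRCA1 BRCT with 100 nM TAMRA-labelled phospho-BACH1 decapeptide, phosphate buffer pH 7.3 with 150 mM NaCl, DTT, 0.01% Tween 20; 12 min RT. Binding inhibition seen as FP decrease.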
FLuc inh: qHTS Assay for Inhibitors of Firefly Luciferase; Luciferin 4-monooxygenase (Photinus pyralis), P08659; purified firefly luciferase, luminescence, 8 min; Potency, µM (series often up to 57.1 µM), for the others: at the highest dose activity change, negative = inhibition, usual class: inhibitors; actives 2.2% (n = 72,000); AID 411, 2009; note: potency is the fitted concentration of half-maximal effect; % is set by controls: 0 for no effect and ±100 for the full control effect; nearly all actives have a fitted effect of over 40% in size
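Firefly luciferase (PKLight detection mix) with 10 uM ATP in pH 7.2 imidazole buffer (KCl, MgCl2, Tween 20, BSA). Compounds tested across a concentration series (qHTS). Luminescence read after 8 min at ambient temperature.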
HEK293 cAMP ctrl: qHTS Assay for Agonists of the Thyroid Stimulating Hormone Receptor: Activators of Intracellular cAMP Concentrations in Parental HEK 293. Potency, µM (highest dose often 57.1 µM), for inactives: at the top dose activation, actives largely listed as activators. parental HEK293 CNG cAMP sensor, membrane potential fluorescence. actives 2.5% (n = 73,000); note: potency is the fitted concentration of half-maximal effect; % of control where 0% means no effect; nearly all actives have a fitted effect of over 55% in size
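Parental HEK 293 cells stably expressing a modified CNG channel (no TSHR) report cAMP rise as membrane depolarization. Membrane potential dye with 100 uM RO 20-1724 was loaded for 60 min at room temperature, then compound added for 30 min; fluorescence read at 590 nm.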
CRE-bla Fsk: Cell signaling CRE-BLA (Fsk stim) | CHO CRE-bla reporter (cAMP response element driving beta-lactamase), forskolin EC10, beta-lactamase ratio | Potency, µM (series often up to 38.2 µM), without a hit: at the highest dose activity change, negative = inhibition, hits mostly activators | actives 2.5% (n = 71,000); active = well fitted activation curve with a large enough effect in the signal ratio, with a control signal flat, not every such curve was filed as active; inconclusive = small, poorly fitted or top-dose-only effect, or effect the other way, or a change in a side signal; the % refers to the signal ratio; note: potency is the fitted concentration of half-maximal effect; % of control where 0% means no effect
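Cells were plated overnight at 37 °C, exposed to compound titrations plus EC10 NKH 477 for 3 h, then given CCF4 dye for 2 h at room temperature. Blue/green (460/530 nm) ratio was converted to %Activity and AC50 values calculated.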
USP2a inhib: qHTS Assay for Inhibitors of Ubiquitin-specific Protease USP2a | AID 927, 2007 | Ubiquitin carboxyl-terminal hydrolase 2 (Homo sapiens), O75604 | actives 0.1% (n = 60,000) | USP2a enzymatic assay, qHTS inhibition | Potency, µM (series often up to 38.3 µM), for inactives: at the top dose activity change, negative = inhibition, hits mostly inhibitors;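 note: potency is the fitted concentration of half-maximal effect; nearly all actives have a fitted effect of over 60% in size; plate controls were DMSO for no effect and NEM full inhibition control for full effect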
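Coupled readout: USP2-cleaved Ub-PLA2 (20nM final) turns over NBD C6-HPC (20uM final), Ex 460nm/Em 535nm after 2.5 h, time-zero read flagging artifacts. Enzyme (20nM final, pH 8.0 Tris) given 30 min RT with compound first; NEM defines full inhibition.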
Caspase-1 inhib: qHTS Assay for Allosteric/Competitive Inhibitors of Caspase-1; AID 900, 2007; Potency, µM (series often up to 57.5 µM), for the others: top-dose activity change, negative = inhibition, usual class: inhibitors; actives 0.03% (n = 75,000); Caspase-1 enzyme, Ac-WEHD-AFC fluorogenic rate;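 note: potency is the fitted concentration of half-maximal effect; plate controls were vehicle for no effect and no substrate for full effect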
A350 autofl: qHTS Assay for Spectroscopic Profiling in A350 Spectral Region | Compound autofluorescence, 340/450 nm, Alexa 350 dye-equivalents; stronger effect = higher value | max dye-equivalent concentration, M | actives 11% (n = 59,000) | AID 590, 2007; in the data active = max dye-equivalent concentration above about 10 nM; inconclusive = mostly about 1.1 nM to 9.6 nM
Casp7 inh: qHTS Assay for Allosteric/Competitive Inhibitors of Caspase-7; P55210; recombinant caspase-7, Ac-DEVD-AFC fluorescence rate; Potency, µM (highest dose often 57.5 µM), for the others: at the top dose activity change, negative = inhibition, most hits filed as inhibitors; actives 0.02% (n = 75,000); active = well fitted inhibition curve with a large enough effect in the main read-out, with a control signal flat, not every such curve was filed as active; inconclusive = small, poorly fitted or top-dose-only effect, or a change in a side signal; note: potency is the fitted concentration of half-maximal effect; % of control where 0% means no effect
Target sequence (P55210 24-198 limits assumed): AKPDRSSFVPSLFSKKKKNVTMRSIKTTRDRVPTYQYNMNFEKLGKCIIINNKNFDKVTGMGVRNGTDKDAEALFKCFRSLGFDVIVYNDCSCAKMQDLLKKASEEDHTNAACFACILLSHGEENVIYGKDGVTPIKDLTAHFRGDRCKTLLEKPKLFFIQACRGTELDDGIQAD
Target sequence (P55210 207-303 limits assumed): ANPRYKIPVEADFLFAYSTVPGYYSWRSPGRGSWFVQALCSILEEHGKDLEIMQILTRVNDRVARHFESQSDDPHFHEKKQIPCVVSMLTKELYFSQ
BRCT inh green: qHTS Assay for Inhibitors of BRCT-Phosphoprotein Interaction (Green Fluorophore) | Breast cancer type 1 susceptibility protein (Homo sapiens), P38398 | BRCA1 BRCT-phosphopeptide binding, green fluorescence polarization | Potency, µM (highest dose often 76.9 µM), for inactives: at the top dose activity change, negative = inhibition, usual class: inhibitors | actives 0.05% (n = 75,000) | AID 875, 2007;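 note: potency is the fitted concentration of half-maximal effect; plate controls were peptide without protein for full effect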
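Fluorescence polarization: His-tagged BRCT (~35 kDa BRCA1 C-terminus, 250 nM) bound to 100 nM fluorescein-labeled phosphorylated 10-aa BACH1 peptide, pH 7.3 phosphate buffer with DTT and Tween 20. Compounds incubated 12 min at room temperature; inhibition read as lowered polarization.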
ERK AVP inh: qHTS Assay for Inhibitors of the ERK Signaling Pathway using a Homogeneous Screening Assay; HEK293-V1b, vasopressin-stimulated pERK AlphaScreen; Potency, µM (series often up to 57.5 µM), without a hit: at the top dose activity, negative = inhibition, hits mostly inhibitors; actives 0.99% (n = 72,000); note: potency is the fitted concentration of half-maximal effect; % is set by controls: 0 for no effect and ±100 for the full control effect; nearly all actives have a fitted effect of over 55% in size
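HEK293 cells stably expressing V1b receptor, preincubated 30 min at 37 °C with compound, then stimulated 5 min with 25 nM vasopressin. Phospho-ERK by AlphaScreen SureFire after 5 h RT; normalized to DMSO and vasopressin; AC50 by Hill fit.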
* hit, by the source's call; i = inactive; ? = inconclusive; · = no result given; [ ] = remark or other dose. Unless noted, calls come from the whole dose curve; as a rule, active = well fitted curve in the direction sought with a large enough effect; inconclusive = small, poorly fitted or top-dose-only effect, or another doubt; inactive = no such curve, though single readings can be large; an effect the other way counts as inactive or inconclusive.

entry | compound | Tau filament bind | BRCT inh red | FLuc inh | HEK293 cAMP ctrl | CRE-bla Fsk | USP2a inhib
1 | CC(C)CC(=O)NC1(C(F)(F)F)C(=O)Nc2c1c(=O)[nH]c(=O)n2Cc1ccco1 (stereo unspecified) | 8% | -2.3% | 3% | 7% | ? | -7%
2 | FC(F)(F)c1cccnc1N1CCN(c2ncnc3nc[nH]c23)CC1 | 1% | 1.2% | 2% | ? | ? | ·
3 | COC(=O)Cc1csc(Nc2c(C)n(C)n(-c3ccccc3)c2=O)n1 | -3% | -1.9% | 0% | 30% | -4% | -5%
4 | O=C(c1cccc(C(=O)N2CCN(c3ncccn3)CC2)c1)N1CCN(c2ncccn2)CC1 | 4% | -0.8% | 1% | 12% | 22% | 5%
5 | CCCCN(C)CCCNC(=O)c1ccc2c(c1)NC(=O)C(N1CCOCC1)S2 (stereo unspecified) | -1% | -0.3% | 3% | 4% | ? | 1%
6 | O=C(Nc1ccc(N2CCOCC2)c(Cl)c1)C1CCCCC1 | 3% | -0.5% | -2% | 25µM* | ? | 9%
7 | Cn1c(=O)c2c(nc(SCC(=O)N3CCc4ccccc43)n2Cc2ccccc2)n(C)c1=O | 5% | -0.2% | 5% | 1% | 5% | 8%
8 | COc1ccc(/C(O)=C2\C(=O)C(=O)N(CC3CCCO3)C2c2cc(OC)ccc2OC)cc1 (stereo unspecified) | 4% | -0.8% | 4% | ? | -12% | 10%
9 | Cc1cc(NC(=O)c2cc3n(n2)C(C(F)(F)F)CC(c2ccc(Cl)c(Cl)c2)N3)no1 (stereo unspecified) | 49% | -0.5% | 1% | 9% | 12% | 18%
10 | CC(C)(C)N1C(=O)c2ccc(C(=O)Nc3nccs3)cc2C1=O | 1% | -0.7% | 5µM* | -15% | 21% | 10%
11 | COCC(=O)Nc1cc(C)c2c(=O)oc3ccccc3c2n1 | -13% | 1.4% | 3% | 8% | ? | ·
12 | COc1ccc(C(=O)N2CCC[C@@]3(CCN(c4ccncc4)C3)C2)cc1 | 26% | -1.7% | 1%[11.4 µM] | 11% | 4% | 12%

entry | Caspase-1 inhib | A350 autofl | Casp7 inh | BRCT inh green | ERK AVP inh
1 | -3% | ? | -4% | -1.0% | -2%
2 | -1% | · | 1% | -0.8% | ·
3 | 1% | i | 3% | 0.1% | -16%
4 | -1% | i | -2% | -1.0% | 31%
5 | -1% | i | 0% | -2.2% | 12%
6 | -2% | · | 1% | -3.0% | 3%
7 | 0% | i | -2% | -3.2% | 18%
8 | -1% | i | 1% | -0.9% | -2%
9 | -2% | i | -2% | -2.3% | -14%
10 | 1% | · | -1% | -1.0% | ?
11 | -1% | · | 1% | -1.1% | ·
12 | 1% | i | 0% | -4.6% | 3%

Next section:
entry | compound | Tau filament bind | BRCT inh red | FLuc inh | HEK293 cAMP ctrl | CRE-bla Fsk | USP2a inhib
13 | CCn1c(C)cc2c(c1=O)C(c1ccncc1)C(C#N)=C(N)O2 (stereo unspecified) | 3% | 0.5% | 3% | 1% | 13% | -6%
14 | Cc1cc(S(=O)(=O)N2CCN(c3ccc(F)cc3)CC2)c(C)s1 | 59% | 0.8% | -3% | ? | 5% | ·
15 | O=C1NC(Nc2ccccn2)(C(F)(F)F)C(=O)N1c1ccc(F)cc1 (stereo unspecified) | -7% | -1.2% | 1% | -16% | -10% | -3%
16 | COCCNc1nc(C(C)(C)C)nc2c1nnn2Cc1ccccc1Cl | 6% | 0.0% | 3% | 2.5µM* | 3% | 3%
17 | COC(=O)c1ccc(NC(=O)C2CCCN2S(=O)(=O)c2ccc(C)cc2)cc1 (stereo unspecified) | 4% | 0.1% | 0% | 4% | 4% | ·
18 | CCOC(=O)c1ccc(NC(=O)Nc2cc(C)on2)cc1 | 1% | -2.5% | -5% | -1% | 0% | -9%
19 | CCOc1ccc(NC(=O)COC(=O)Cn2cnnn2)cc1OCC | -6% | 2.0% | 0% | 1% | 5% | -3%
20 | CC(=O)Nc1cccc(N2CCCC2=O)c1 | -13% | -1.1% | -6% | -1% | -10% | 3%
21 | CC(C)(C)c1cc(NC(=O)c2cccnc2)no1 | -7% | 0.2% | -16% | 1% | 9% | 3%
22 | CCOC(=O)N1CCC(NC(=O)CC(NS(=O)(=O)c2ccc(C)cc2)c2ccco2)CC1 (stereo unspecified) | -9% | -0.7% | 1% | 0% | -8% | 5%
23 | CCOC(=O)c1cccc(NC(=O)C2CCN(S(=O)(=O)c3cnc[nH]3)CC2)c1 | -9% | -0.5% | -2% | 0% | -3% | ·
24 | CC1(C)NC(=O)N(CC(O)COc2ccccc2C(=O)N2CCCCC2)C1=O (stereo unspecified) | -1% | -2.3% | 1% | -16% | 2% | -2%

entry | Caspase-1 inhib | A350 autofl | Casp7 inh | BRCT inh green | ERK AVP inh
13 | -10% | ? | -9% | 0.9% | -8%
14 | -2% | · | -4% | -1.8% | 46%[activator]
15 | -2% | i | 2% | -4.7% | -3%
16 | -2% | ? | -3% | 2.5% | 13%
17 | 2% | · | -2% | -0.1% | 25µM*
18 | 0% | ? | -1% | -5.4% | ?
19 | -2% | i | -2% | 0.3% | -3%
20 | -1% | i | 1% | -0.2% | -9%
21 | -2% | i | -9% | -2.1% | -8%
22 | 1% | i | 0% | -1.3% | 7%
23 | -1% | · | -2% | -0.3% | -11%
24 | -1% | · | -1% | -0.3% | 11%

The list goes on:
entry | compound | Tau filament bind | BRCT inh red | FLuc inh | HEK293 cAMP ctrl | CRE-bla Fsk | USP2a inhib
25 | O=C(CSc1nnc2c3cc(F)ccc3nc(-c3ccccc3)n12)N1CCOCC1 | 4% | 1.2% | 2% | -2% | -1% | -5%
26 | CCn1c(=O)cc(SCC(=O)Nc2ccccc2N2CCN(C)CC2)c2ccccc21 | 3% | -1.2% | 0% | 2% | ? | 11%
27 | O=C(Nc1ccccc1Cl)c1ccc(S(=O)(=O)N2CCOCC2)cc1 | -25% | 0.6% | 3% | 9% | -7% | ·
28 | COC(=O)C(C(=O)OC)C(C(=O)OC)C(C(=O)OC)C(=O)OC | · | -0.7% | · | -3% | · | ·
29 | O=C(Nc1ccccc1C(=O)N1CCOCC1)C1COc2ccccc2O1 (stereo unspecified) | -15% | 0.2% | 0% | 5% | -1% | -2%
30 | CCOC(=O)c1cccc(NS(=O)(=O)c2c(C)[nH]c(=O)[nH]c2=O)c1 | -9% | -3.3% | 1% | -3% | -5% | -7%
31 | COc1cccc(CN2CCN(c3cccc(C(F)(F)F)c3)CC2)c1OC | -13% | -0.7% | 2% | ? | -4% | -13%
32 | Cc1cc(C)c2c(=O)n(CC(=O)N3CCC(Cc4ccccc4)CC3)sc2n1 | -20% | 1.9% | -27% | 7% | ? | ·

entry | Caspase-1 inhib | A350 autofl | Casp7 inh | BRCT inh green | ERK AVP inh
25 | -2% | i | 0% | -1.0% | -10%
26 | -1% | i | -1% | -0.2% | -22%
27 | -3% | · | 0% | 0.0% | ·
28 | 1% | · | 0% | -2.4% | ·
29 | 0% | i | 0% | -0.9% | -13%
30 | 1% | i | 1% | -1.8% | 4%
31 | 0% | i | -3% | -0.6% | 53%
32 | 2% | · | -6% | 0.1% | -14%

Single records (already shown). Values in the order: Tau filament bind | BRCT inh red | FLuc inh | HEK293 cAMP ctrl | CRE-bla Fsk | USP2a inhib | Caspase-1 inhib | A350 autofl | Casp7 inh | BRCT inh green | ERK AVP inh
O=C(CSc1nnc2c3cc(F)ccc3nc(-c3ccccc3)n12)N1CCOCC1 across the screens: 4% | 1.2% | 2% | -2% | -1% | -5% | -2% | i | 0% | -1.0% | -10%
COc1cccc(CN2CCN(c3cccc(C(F)(F)F)c3)CC2)c1OC across the screens: -13% | -0.7% | 2% | ? | -4% | -13% | 0% | i | -3% | -0.6% | 53%
CCn1c(=O)cc(SCC(=O)Nc2ccccc2N2CCN(C)CC2)c2ccccc21 across the screens: 3% | -1.2% | 0% | 2% | ? | 11% | -1% | i | -1% | -0.2% | -22%

Screening data (PubChem)
